TRHR PAM – allosteric enhancers of human TRH receptor | TRHR cells, fluo-8 calcium fluorescence, EC20 TRH enhancement | enhancement, % at 2 µM | 360,000 compounds, 0.66% hits; in the data active means enhancement above about 30%; further: 0% is about no effect
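Enhancer read-out: after compound pinning and an initial kinetic agonist-mode read, an EC20 of TRH (10 nM final) was injected and fluo-8 calcium signal (Ex 480/Em 530) followed at 1 s/cycle for 100 cycles in TRHR-expressing cells.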
RXFP1 antag – blocks the human relaxin receptor RXFP1; AID 1259400; HEK293-RXFP1, relaxin-stimulated cAMP HTRF, 30 min; stronger effect = lower value; 350,000 compounds, 0.59% hits; activity change, negative = inhibition, % at 57.5 µM;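 active means activity change of -60% or lower, but not beyond a set lower limit; inconclusive means change between -60% and -40%, or beyond the set limit; inactive means change above -40%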; further: on the % scale 0 is the no-effect control and ±100 the full control effect
D1 antag – human D1 dopamine receptor antagonism; P21728; HEK293 TREx D1 cells, calcium flux, dopamine EC80; stronger effect = lower value; activity change, negative = inhibition, % at 10 µM; 360,000 compounds, 3.2% hits; AID 504652; in the data active means activity change below about -30%; further: on the % scale 0 is the no-effect control and ±100 the full control effect
Target sequence (P21728 whole entry, looked up): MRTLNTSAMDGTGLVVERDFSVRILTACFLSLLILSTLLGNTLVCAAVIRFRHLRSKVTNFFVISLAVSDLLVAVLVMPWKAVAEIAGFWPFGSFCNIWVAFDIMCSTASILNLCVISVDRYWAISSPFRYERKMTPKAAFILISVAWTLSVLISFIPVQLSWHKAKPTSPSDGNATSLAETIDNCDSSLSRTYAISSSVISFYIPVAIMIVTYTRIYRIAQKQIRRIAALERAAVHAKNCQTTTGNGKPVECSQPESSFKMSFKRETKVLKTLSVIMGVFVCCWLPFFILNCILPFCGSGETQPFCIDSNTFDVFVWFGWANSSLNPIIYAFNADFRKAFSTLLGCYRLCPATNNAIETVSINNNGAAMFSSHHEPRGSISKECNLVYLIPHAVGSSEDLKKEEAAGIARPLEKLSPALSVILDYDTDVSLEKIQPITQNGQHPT
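Calcium flux readout: force-coupled, inducible Hek293 Trex D1 line, cells induced overnight at 30 C with tetracycline, dye-loaded 30–90 min at RT. Antagonism scored against EC80 dopamine challenge given 180 s after compound.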
D1 agonist – human D1 receptor agonism; HEK293 T-REx D1 cells, calcium flux, agonist mode; activation, % at 2 µM; 360,000 compounds, 1% hits; AID 504660; in the data active means activation above about 30%; further: 0% is about no effect
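Inducible HEK293 T-REx D1 cells, force-coupled to calcium signalling, were plated at 4000 cells/well with tetracycline and held overnight at 30 C. After no-wash calcium dye loading, compound-evoked calcium rise over 180 s flagged agonists.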
D2 potentiator – positive allosteric modulators of human D2 dopamine receptor. P14416. HEK293 T-REx D2, calcium flux, EC20 dopamine potentiation. potentiation, % at 10 µM. 340,000 compounds, 0.34% hits. AID 485347;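 active means potentiation over 3 SD above the plate norm, cut at about 30% in these data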; further: 0% is about no effect
Target sequence (P14416 whole entry, looked up): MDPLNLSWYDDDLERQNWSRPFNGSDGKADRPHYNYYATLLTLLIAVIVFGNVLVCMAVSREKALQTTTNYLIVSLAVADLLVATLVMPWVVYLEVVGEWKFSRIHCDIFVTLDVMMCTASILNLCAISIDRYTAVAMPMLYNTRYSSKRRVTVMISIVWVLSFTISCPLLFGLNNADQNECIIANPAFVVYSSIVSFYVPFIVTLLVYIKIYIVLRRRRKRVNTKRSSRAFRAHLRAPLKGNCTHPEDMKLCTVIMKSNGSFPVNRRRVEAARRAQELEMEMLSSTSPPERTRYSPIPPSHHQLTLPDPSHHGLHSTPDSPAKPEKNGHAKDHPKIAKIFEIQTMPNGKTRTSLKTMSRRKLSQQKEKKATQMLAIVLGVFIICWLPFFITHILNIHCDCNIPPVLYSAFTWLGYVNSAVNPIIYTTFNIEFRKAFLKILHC
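Calcium flux readout, no-wash dye, 1 read/s. Inducible HEK293 Trex D2 line, overnight 30 C. Compound alone 180 s (agonist flags), then EC20 dopamine, another 180 s to score potentiation.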
Apoferritin bind – binds horse apoferritin like a general anesthetic; P02791; 350,000 compounds, 0.074% hits; AID 485281; apoferritin/1-aminoanthracene competitive binding, fluorescence; Potency, µM (titrated, usually from 77.5 µM), for inactives: at the highest dose activity change, negative = displacement, usual class: inhibitors; further: potency means the concentration at half of the fitted maximal effect; on the % scale 0 is the no-effect control and ±100 the full control effect; nearly all actives have a fitted effect of over 20% in size
Target sequence (P02791 2-175 limits assumed): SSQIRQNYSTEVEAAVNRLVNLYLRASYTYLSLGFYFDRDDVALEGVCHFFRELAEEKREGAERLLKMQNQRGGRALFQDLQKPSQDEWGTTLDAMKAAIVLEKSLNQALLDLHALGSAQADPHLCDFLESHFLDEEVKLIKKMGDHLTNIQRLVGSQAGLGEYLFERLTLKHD
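Probe: 1-aminoanthracene (50% saturated, PBS). Protein: horse-spleen apoferritin, 10 uM. Incubation: 10 min, room temperature. Detection: 380 nm excitation, 535 nm emission. Analysis: normalized response, four-parameter Hill.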
RXFP1 ag – activates the human relaxin receptor RXFP1. HEK293T-RXFP1 cAMP TR-FRET, 30 min; response scale: percent of porcine relaxin response, buffer zero. 370,000 compounds, 0.3% hits. Potency, µM (titrated, usually from 57.5 µM), for the others: at the highest dose activation, actives largely listed as activators. AID 2676; further: potency means the concentration at half of the fitted maximal effect; on the % scale 0 is the no-effect control and ±100 the full control effect; nearly all actives have a fitted effect of over 60% in size; many of its hits are not listed in these tables
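HEK293 cells stably expressing RXFP1, treated 30 min at 37C with compounds plus PDE4 inhibitor Ro 20174; cAMP measured by HTRF TR-FRET. Normalized to buffer and 29 nM porcine relaxin; EC50 by Hill fit.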
TRHR agonist – TRH receptor (human) agonism; P34981; TRHR cells, calcium flux fluo-8, FDSS agonist mode; activation, % at 2 µM; 360,000 compounds, 0.18% hits; in the data active means activation above about 30%; further: 0% is about no effect
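Agonist-mode FDSS calcium read (Ex 480/Em 530, 1 s cycles) in 1536-well TRHR cells with fluo-8 dye, after 10-cycle baseline and 23 nL compound addition; TRH at EC20 (10 nM final) added afterwards for the enhancer phase.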
D1 PAM – human D1 dopamine receptor positive modulation; AID 504651; HEK293 TREx D1 cells, calcium flux, dopamine EC20 potentiation; potentiation, % at 10 µM; 360,000 compounds, 0.036% hits; in the data active means potentiation above about 30%; further: 0% is about no effect
* marks the source's active call; other numbers are inactive results; ? = inconclusive; . = no result given; & = joins results of further samples; [ ] = dose if it differs, or a comment. Unless noted, the call rests on the fitted dose curve; in most records, active means well fitted curve in the direction sought with a large enough effect; inconclusive means small, poorly fitted or top-dose-only effect, or another doubt; inactive means no such curve, though single readings can be large; an effect the other way counts as inactive or inconclusive.

The line under a structure holds: TRHR PAM, RXFP1 antag, D1 antag, D1 agonist, D2 potentiator, Apoferritin bind, RXFP1 ag, TRHR agonist, D1 PAM
> O=C(NC(=S)N1CCN(Cc2ccc3c(c2)OCO3)CC1)c1ccc(Cl)cc1
    1, 6, -6, -1, -25, 4%, 0.0%, -1.9, -5
> O=C1/C(=C/c2ccco2)SC(=S)N1c1cccnc1
    3, 12, 0, 3, ., -9%, -3.6%, -2.7, -1
> CC(C)=CCC(C)(C)/C=N/NC(N)=O
    2, -12, -6, 6, -7, ?, 1.4%, -0.3, 6
> Cn1c(=O)c2c([nH]c(=S)n2Cc2ccc(Cl)cc2)n(C)c1=O
    0, -11, -1, -4, 11, -5%, 12%, 0.2, 2
> O=C(Nc1c(F)cc(F)cc1Br)c1ccco1
    -6, 8, -4, 5, 3, 2%, 2.1%, -0.1, -5
> COc1ccc(NC(=O)NC2COc3ccccc3C2)c(OC)c1 (stereo not drawn)
    4, -16, -5, -2, -7, -13%, -0.9%, -0.2, -2
> CC(=O)c1sc(C(=O)O)c(-c2ccco2)c1-c1ccco1
    -2, -26, 0, 2, -4, -9%, -5.8%, -0.6, -2
> CCNc1nc(NCC)nc(OCCOC(C)=O)n1
    15, 6, -8, 3, 10, 41%[activator], 0.9%, -1.0, 1
> O=[N+]([O-])c1ccccc1S(=O)(=O)NCc1ccco1
    -5, 12, -14, 2, ., ?, 0.0%, -0.7, -4
> CC(C)(C)OC(=O)N1CCC(c2c(C(=O)N3CCCCC3)cnn2-c2ccc(Cl)cc2)CC1
    9, -3, 6, 1, 4, 1%, 10.0%, 0.8, 2
> Cc1cc(C(=O)COc2ccc(F)cc2Br)c(C)n1C1CC1
    -10, -21, -7, 4, -5, ., 1.5%, 0.3, -3
> O=C(NNC(=S)NC(=O)c1cccs1)c1cccnc1
    0, -11, -13, 2, -2, -7%, 1.6%, -0.3, -3
> CC(=O)c1ccc(-c2ccc(C(=O)NC3CCCCCC3)o2)cc1
    -2, -8, 6, 2, 1, ?, 5.2%, -2.1, 2
> COc1cc(NC(=O)C(=O)NCCN(C)C)c(OC)cc1Cl
    -10, -69*, -2, 0, 10, -3%, 11%, -0.3, 3
> COc1cc(NC(=S)NCCc2ccc(S(N)(=O)=O)cc2)c(OC)cc1Cl
    -5, -5, ., 1, -5, -12%, 1.2%, 0.1, -7
> O=C(CN1C(=O)c2ccccc2C1=O)Nc1ccc(Cl)cn1
    0, 13, 16, -4, -1, -14%, 0.3%, 0.7, 2
> O=C(NCc1ccc(F)cc1)c1ccccc1OCc1ccccc1
    -6, -9, 10, 3, 3, -12%, -0.2%, 0.4, -1
> NC(=O)c1nnn(-c2ccc([N+](=O)[O-])cc2)c1-c1ccccc1
    0, -28, 2, 3, 0, 1%, 0.5%, -0.7, 0
> FC(F)(F)c1cccc(CN2CCSCC2)c1
    2, 0, -8, -2, ., -15%, -2.1%, 0.3, -1
> COc1ccc(Cn2c(SCc3ccc(C(=O)NC4CCCC4)cc3)nc3cccnc32)cc1
    8, -4, -6, 1, -4, 8%, 13%, -0.1, 1
> COc1cc(C2C(C(=O)Nc3ccccc3OC)=C(C)Nc3ncnn32)ccc1O (stereo not drawn)
    -7, ., 11, 1, -4, -8%, 0.5%, 0.3, .
> COc1cccc(CNC(=O)CCCn2ncn3c(cc4occc43)c2=O)c1OC
    0, ., -8, 4, 4, -1%, 0.8%, -0.6, 0
> O=C(CCCNS(=O)(=O)c1cccc2nsnc12)NCCN1CCN(c2ccccc2F)CC1
    -12, 3, -20, 0, -30, -6%, 8.9%, -1.1, -8
> CC1CCN(C(=S)c2ccc([N+](=O)[O-])cc2)CC1
    0, ., -4, 1, 7, -12%, -1.8%, 0.0, -6
> CC(C)OCCCNc1ncnc2c1cnn2-c1ccccc1
    33*, ., -37*, 0, 1, -4%, 1.6%, 0.1, -2
> c1ccc2c(c1)[nH]c1nc(SCCN3CCOCC3)nnc12
    -2, 16, 14, 2, 2, -9%, 0.6%, 0.9, 5
> CCOc1cc(-c2nc(-c3ccc(-c4ccc(C)cc4)nc3OC)no2)cc(OCC)c1OCC
    1, -8, 15, 0, -1, -7%, 3.6%, -0.2, -3
> O=S(=O)(c1ccc(Cl)cc1)c1nc(-c2ccccc2Br)oc1N1CCOCC1
    -4, -10, 16, 4, 2, 59%[activator], 1.9%, 0.2, 0
> c1ccc(CCNc2nc3ccccc3n3nnnc23)cc1
    3, ., -6, 2, 13, 4%, ?, 1.9, 1
> Cc1ccccc1NC(=O)Cc1nnc(NC(=O)Nc2ccccc2F)s1
    1, 1, 6, 6, 4, 10%, 0.4%, 0.9, 7

Quoted from the listing.
Under D2 potentiator, COc1cc(C2C(C(=O)Nc3ccccc3OC)=C(C)Nc3ncnn32)ccc1O (stereo not drawn) reads -4
Under Apoferritin bind, O=S(=O)(c1ccc(Cl)cc1)c1nc(-c2ccccc2Br)oc1N1CCOCC1 reads 59%[activator]
Under TRHR PAM, O=C(NCc1ccc(F)cc1)c1ccccc1OCc1ccccc1 reads -6
Under D2 potentiator, COc1ccc(Cn2c(SCc3ccc(C(=O)NC4CCCC4)cc3)nc3cccnc32)cc1 reads -4
Under TRHR agonist, COc1cccc(CNC(=O)CCCn2ncn3c(cc4occc43)c2=O)c1OC reads -0.6

Additional entries follow:
The line under a structure holds: TRHR PAM, RXFP1 antag, D1 antag, D1 agonist, D2 potentiator, Apoferritin bind, RXFP1 ag, TRHR agonist, D1 PAM
> Cc1cccc(NC(=O)CSc2nnc(CNC(=O)c3ccc(S(=O)(=O)N(C)C)cc3)n2-c2cccc(C)c2)c1
    -2, -6, 6, 8, 7, -6%, 4.8%, 0.6, 0
> CCOC(=O)c1scc(-c2ccc(C)cc2)c1S(=O)(=O)N1CCN(c2ccccc2F)CC1
    8, -17, -12, 0, -7, -3%, -2.3%, -0.4, -4
> Cc1ccc(CN(C(=O)COc2ccccc2Cl)c2ccccn2)o1
    -3, ., 2, -1, -16, ?, 4.8%, -0.4, -1
> O=C(Nc1ccc(CN2CCOCC2)cc1)c1ccc(Cl)cc1
    1, 11, 7, 12, -6, -7%, 1.9%, 1.0, 4
> CCOc1ccc(C(=O)Nc2cc(C)on2)cc1OCC
    -3, 0, -10, 4, -13, 2%, 1.0%, 0.2, -4
> CCN1CCCC1CNS(=O)(=O)c1c(C)cc(C)cc1C (stereo not drawn)
    18, -13, -5, 4, -10, -8%, -0.2%, 0.8, -1
> Cc1cc(C)nc(NNS(=O)(=O)c2c(C)cc(C(C)(C)C)cc2C)n1
    3, -4, -6, 7, 1, ., -0.4%, -0.1, -1
> Cc1noc(C)c1C(=O)OC(C)C(=O)Nc1ccc(C(N)=O)cc1 (stereo not drawn)
    4, 10, -12, 2, 3, ., 1.2%, 0.7, 4
> O=C(NCC(=O)N1CCN(C(=O)c2ccccc2)CC1)c1ccccc1
    0, 1, 3, 1, 11, ., 0.9%, -0.2, -9
> CCCc1nc2nc(C)c(NS(=O)(=O)c3ccc(F)cc3)c(=O)n2[nH]1
    -4&4, -18&-3, -4&13, 1&2, -8&19, 1%&2%, -0.8%&5.0%, 0.1&0.1, -3&8
> CC(NC(=O)CSCc1ccc(Br)cc1)c1ccccc1 (stereo not drawn)
    2, -13, 5, 1, 2, -21%, 0.0%, 0.2, -1
> CCOC(=O)c1sc2ccccc2c1S(=O)(=O)Nc1ccc(OC)c(Cl)c1
    -3, -10, -19, 7, 12, -23%, 11%, -0.1, -6
> COc1ccc(CCNC(=O)C2CCCN(S(C)(=O)=O)C2)cc1 (stereo not drawn)
    -5, 0, 7, 4, -5, -1%, 1.2%, 0.0, 3
> O=C(NCc1ccco1)C1CCN(C(=O)c2ccc(Cl)cc2)CC1
    0, 11, -6, 1, 11, ., -2.2%, -0.1, -1
> Cc1ccc(-c2csc(N/N=C/c3ccco3)n2)c(C)c1
    -1, -32, -9, 2, 2, 2%, 1.4%, 1.6, -6
> Cn1c(=O)cc(OCC(=O)N2CCN(c3cccc(C(F)(F)F)c3)CC2)c2ccccc21
    7, 1, 19, -4, ., -3%, 0.1%, -0.3, 2
> Cn1ccnc1C(O)c1cc(C(C)(C)C)c(O)c(C(C)(C)C)c1 (stereo not drawn)
    -4, -17, 0, 0, 3, -22%, 0.2%, -0.1, -4
> O=C(N/N=C/c1ccc[nH]1)c1ccc2c(c1)OCO2
    5, -8, 12, 3, -3, 0%, -2.5%, 0.8, 1
> COc1ccc(NC(=O)CN(C)C(=O)C(C)Sc2ccccc2)cc1 (stereo not drawn)
    0, 0, -18, -2, -5, -12%, 1.2%, -1.3, -6
> O=C(COC(=O)c1ccccc1SCC(=O)N1CCCC1)NCc1ccccc1
    -8, -15, 12, 1, -9, ., -1.8%, 0.5, -3
> Cc1ccc(NC(=O)C2=CC(c3ccc(C)cc3)=NS(=O)(=O)N2C)cc1
    -2, -8, -2, 16, -23, -23%, -0.2%, 0.3, -6
> O=C(NC1CCCCC1NC(=O)c1cccs1)c1cccs1 (stereo not drawn)
    -3, 7, 2, 4, 3, -7%, 10%, 0.0, 0
> O=C(c1cc2cc(Cl)ccc2[nH]1)N1CCN(c2ccc(F)cc2)CC1
    6, -13, -9, 0, 12, -6%, 1.1%, 0.9, 0
> O=C(COC(=O)c1ccc2ccccc2c1O)NCc1ccccc1
    -4, -2, 11, 4, -3, ., 4.0%, 0.3, 1
> COc1cc(CNCCc2ccc(F)cc2)ccc1OCc1ccc(Cl)nc1
    6, -14, -40*, 92*, -19, ?, 0.6%, 5.8, -21
> Cn1c(=O)[nH]c(=O)c2c1nc(Br)n2CCOc1ccccc1
    5, 0, 1, 4, 1, -16%, -0.8%, 0.6, -2
> O=C(OCc1ccccc1)c1ccc(Br)o1
    -1, 1, 23, 5, ., -7%, 0.6%, -0.6, 1
> COC(=O)c1sc2nc3c(cc2c1N)C(=O)CC(C)(C)C3
    2, -20, -1, 0, 2, -10%, 1.1%, 0.0, 1

Exported as a markdown table: part of the list above.
| SMILES | TRHR PAM | RXFP1 antag | D1 antag | D1 agonist | D2 potentiator | Apoferritin bind | RXFP1 ag | TRHR agonist | D1 PAM |
| --- | --- | --- | --- | --- | --- | --- | --- | --- | --- |
| Cn1c(=O)[nH]c(=O)c2c1nc(Br)n2CCOc1ccccc1 | 5 | 0 | 1 | 4 | 1 | -16% | -0.8% | 0.6 | -2 |
| O=C(OCc1ccccc1)c1ccc(Br)o1 | -1 | 1 | 23 | 5 | . | -7% | 0.6% | -0.6 | 1 |

Source: PubChem

These rows are one share of the data, so the mix of outcomes need not match the whole.
